Compound activity as filed in PubChem BioAssay.
MRP-1 activ = activators of MRP-1. H69AR cells + doxorubicin, viability rescue, CellTiter-Glo. viability increase, % at 10 µM. 0.61% of 140,000 active. AID 799;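 active means viability gain under doxorubicin at or above a set limit, the compound median plus 3 SD, cut at about 4.7% in these data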;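 further: MRP-1 overexpressing cells given doxorubicin 25 µM after compound pretreatment; 18-22 h compound pretreatment then 72 h with doxorubicin before readout; 0% = doxorubicin-only wells and 100% = vehicle-treated cells without doxorubicin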
Yeast growth inh = reduces growth of yeast BB579 in restrictive medium; S. cerevisiae BB579 growth, OD615, 48 h; inhibition, % at 10 µM; 0.51% of 140,000 active; AID 804;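 active means inhibition above a set limit, 3 SD over the mean compound inhibition, cut at about 44% in these data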; further: inactives centre near -24
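controls = amphotericin B 10 µg/mL, positive | assay system = DeaD yeast strain BB579 | schedule = 48 h compound exposure at 30 °C after 4 h preincubation | detection = OD615 turbidity measurement | medium = restrictive CSMM-D medium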
GALR2 blocker = blocks the human galanin receptor 2; O43603; GALR2-expressing cells, antagonist mode; inhibition, % at 4 µM; 0.39% of 140,000 active; AID 828; in the data active means inhibition above about 27%;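 further: cells stimulated with galanin 1-16 at roughly its EC80; 0% = agonist challenge control and 100% = basal control without agonist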
Target sequence (O43603 whole entry, looked up): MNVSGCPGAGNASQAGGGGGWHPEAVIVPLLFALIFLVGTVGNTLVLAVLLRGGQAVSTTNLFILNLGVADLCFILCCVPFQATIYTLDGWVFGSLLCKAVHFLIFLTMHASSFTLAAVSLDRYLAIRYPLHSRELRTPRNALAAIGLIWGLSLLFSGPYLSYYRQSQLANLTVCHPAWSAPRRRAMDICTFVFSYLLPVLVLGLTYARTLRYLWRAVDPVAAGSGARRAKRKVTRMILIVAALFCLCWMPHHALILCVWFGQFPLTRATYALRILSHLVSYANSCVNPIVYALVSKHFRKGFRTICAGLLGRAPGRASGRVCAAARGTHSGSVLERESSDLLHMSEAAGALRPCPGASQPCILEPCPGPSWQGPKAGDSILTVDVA
PTEN del growth = suppresses growth of cells with PTEN deletion. 1.2% of 140,000 active. viability, % at 10 µM. HCT116 PTEN-null viability, CellTiter-Glo, 60 h; stronger effect = lower value;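 active means viability at or below a set limit, 4 SD under the median of all tested compounds, cut at about 3.7% in these data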;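 further: PTEN knockout HCT116 line with beta catenin targeted HCT116 as companion control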
NPY-Y2 antag = antagonists of human neuropeptide Y receptor Y2; NPY-Y2 expressing cells, antagonist mode; inhibition, % at 2.7 µM; 0.99% of 140,000 active; in the data active means inhibition above about 17%;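 further: 0% = vehicle with agonist challenge and 100% = reference antagonist with challenge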
Target sequence (P49146 whole entry, looked up): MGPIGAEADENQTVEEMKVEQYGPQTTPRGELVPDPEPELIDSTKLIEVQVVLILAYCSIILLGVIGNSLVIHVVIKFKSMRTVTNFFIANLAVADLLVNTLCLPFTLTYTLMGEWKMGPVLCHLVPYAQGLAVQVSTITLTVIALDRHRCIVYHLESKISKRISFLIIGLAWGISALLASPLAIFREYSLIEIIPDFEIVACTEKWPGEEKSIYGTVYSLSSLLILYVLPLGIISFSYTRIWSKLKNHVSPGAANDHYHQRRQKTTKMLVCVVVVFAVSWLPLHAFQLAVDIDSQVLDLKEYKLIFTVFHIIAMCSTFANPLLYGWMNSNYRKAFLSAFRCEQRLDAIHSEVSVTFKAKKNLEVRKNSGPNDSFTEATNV
bCat KO growth = beta-catenin-lacking colon tumor cell growth suppression | AID 818 | HCT116 beta-catenin knockout viability, CellTiter-Glo, 60 h; stronger effect = lower value | viability, % at 10 µM | 1.5% of 140,000 active;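 active means viability at or under a set limit, the compound median less 4 SD, cut at about 6% in these data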;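 further: 0% = Hyamine 1622 control at 20 µM and 100% = untreated cell control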
Yeast life ext = yeast lifespan extension; S. cerevisiae growth with nicotinamide, OD615; deaD strain in restrictive glucose medium; 0.68% of 130,000 active; inhibition of the nicotinamide effect, % at 10 µM;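 active means inhibition above a set limit, placed 3 SD over the median of all compounds, cut at about 26% in these data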;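 further: 0% = nicotinamide-treated wells and 100% = cells grown without nicotinamide; some compounds called inactive have numbers as strong as hits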
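System: DeaD-strain S. cerevisiae / Buffer or medium: CSMM-D, restrictive glucose (dextrose) synthetic minimal medium / Probe or stimulus: nicotinamide, 1.5 mM, co-present with compound / Compound: one concentration, 10 µM, DMSO 0.25% / Incubation: 48 h compound exposure at 30 °C, humidified / Technique: optical density (absorbance) at 615 nm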
E-sel TNF inh = TNF alpha driven E-selectin expression inhibition. inhibition, % at 2 µM. HUVEC TNFa-induced E-selectin immunofluorescence, high content. 0.71% of 120,000 active;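 active means inhibition above the batch mean plus 3 SD, and confirmed as a hit on visual image review, cut at about 43% in these data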;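 further: 0% = TNF-stimulated DMSO wells and 100% = unstimulated control wells; not every result past the cut was called active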
Measles CPE = protection of cells from measles virus. AID 841. 1.5% of 140,000 active. Measles virus-infected cells, CPE protection, absorbance. protection (pct of control), % at 4 µM; in the data active means protection mostly above about 24%, no sharp cut-off; inactive means mostly below about 26%; further: some compounds called inactive have numbers as strong as hits
Phagocyt inh = inhibitors of macrophage phagocytosis; J774A.1 macrophage IgG-bead phagocytosis, imaging; inhibition, % at 5 µM; 0.07% of 110,000 active;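 active means inhibition above the mean of the plate negative controls plus 5 SD, cut at about 13% in these data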;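 further: phagocytic index as fraction of beads internalized from green versus red external bead signal; plate controls were DMSO negative control for no effect and cytochalasin-D positive control for full effect; some results beyond the cut were filed as inactive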
Active calls of the source: *; · = no result given.

SMILES | MRP-1 activ | Yeast growth inh | GALR2 blocker | PTEN del growth | NPY-Y2 antag | bCat KO growth | Yeast life ext | E-sel TNF inh | Measles CPE | Phagocyt inh
CCOc1ccc(N(CC(=O)O)S(=O)(=O)c2ccc(OC)c(OC)c2)cc1 | -1.5 | -56.7 | -9.5 | 88.0 | 2.0 | 98.0 | -21.9 | · | 4.5 | -1.0
CCN(CC)S(=O)(=O)c1ccc(N=Cc2c(C)c(C#N)c(=O)n(C)c2O)cc1 | -0.7 | -30.3 | -9.3 | 95.4 | 4.1 | 88.0 | -3.0 | 11.8 | 16.0 | 1.3
COc1ccc(C(=O)n2nnc3ccccc32)cc1Br | -0.2 | -6.0 | 0.7 | 88.3 | 1.3 | 94.8 | 11.0 | 13.8 | 5.5 | 0.1
Cc1[nH]c(C(=O)O)c(C)c1C(=O)OC(C)C | -1.7 | -27.7 | 1.3 | 101.9 | 3.7 | 101.1 | -10.1 | -14.7 | 6.3 | -0.9
CCCCCCCCC(=O)N/N=C(\C)c1ccc(O)cc1O | 1.2 | -19.0 | -5.9 | 33.4 | 6.3 | 29.6 | -0.6 | 7.3 | 2.4 | -2.0
COc1ccc(N(CC(=O)Nc2ccc(S(=O)(=O)N3CCCCC3)cc2)S(C)(=O)=O)cc1OC | -2.5 | -9.5 | 5.1 | 97.7 | 1.3 | 100.9 | -7.6 | -67.6 | 1.7 | 0.5
Cc1cc(NC(=S)NC(=O)CC(C)C)ccc1Br | -3.0 | -36.2 | -6.4 | 86.9 | 0.5 | 94.6 | -6.1 | 11.0 | 10.2 | ·
CCCN(CCC)CC(O)CN(c1ccccc1)S(=O)(=O)c1ccc(C)cc1 (stereo unspecified) | -1.3 | -58.6 | -5.5 | 89.4 | 6.5 | 74.1 | 7.8 | 8.6 | 9.9 | -0.7
C=CCn1c(Cc2ccc(OC(C)C)c(Cl)c2)nnc1SCC(N)=O | 0.2 | -37.2 | 7.8 | 114.0 | 5.4 | 96.1 | 1.6 | 1.1 | -0.4 | -1.0
COc1ccc(C2CC(C(F)(F)F)n3nc(C(=O)Nc4c(C)n(C)n(-c5ccccc5)c4=O)c(Cl)c3N2)cc1 (stereo unspecified) | 0.1 | -55.7 | -8.2 | 94.0 | 1.5 | 100.2 | -2.0 | · | 4.6 | -3.4
Cc1cc2c(C)nc(N/N=C/c3ccc([N+](=O)[O-])cc3)nc2o1 | 0.2 | -12.2 | 9.8 | 93.9 | 0.2 | 106.0 | -4.3 | -25.7 | 8.6 | -9.3
Cc1ccccc1OCCCC(=O)NCc1ccco1 | -4.6 | -9.7 | -2.1 | 95.2 | 6.0 | 88.9 | -24.9 | 26.4 | 11.3 | ·
O=C(CCN1C(=O)C2C3C=CC(C3)C2C1=O)NCCc1ccccc1Cl (stereo unspecified) | -1.8 | -22.4 | -1.1 | 93.0 | 1.6 | 94.9 | -21.7 | 15.6 | 5.8 | 0.4
COC(=O)c1ccc(NC(=O)c2ccccc2)o1 | -2.1 | -24.9 | -2.5 | 83.3 | -1.1 | 71.0 | -37.3 | 0.7 | 19.3 | 1.4
Cc1cc(N)n(-c2ncnc3scc(-c4ccccc4)c23)n1 | -0.5 | -50.9 | -0.4 | 101.7 | 0.0 | 96.6 | -4.4 | 11.4 | 5.2 | ·
COc1ccc(OC)c(C2=NOC(C(=O)NCCN3CCOCC3)C2)c1 (stereo unspecified) | -1.2 | -24.6 | -4.3 | 89.3 | 5.0 | 87.9 | -12.2 | 11.1 | 6.8 | 0.0
CC1(C)Cc2c(c(-c3ccccc3)nc3[nH][nH]c(=O)c23)CO1 | -2.0 | -51.7 | 12.4 | 111.9 | 8.1 | 99.8 | -10.4 | 6.5 | 35.7 | -1.6
COc1ccc(CC(=O)NNc2ncnc3c2cnn3C)cc1 | 0.8 | -31.4 | -8.2 | 104.8 | 5.8 | 97.5 | -0.7 | -3.6 | 2.6 | 2.0
CN(c1ccccc1C(=O)N1CCc2ccccc2C1)S(C)(=O)=O | -3.3 | -13.8 | -1.7 | 80.0 | -0.6 | 91.8 | -19.8 | -10.2 | 8.1 | 0.5
CCN(Cc1ccccc1)C(=O)c1c[nH]c2ccc(S(=O)(=O)N(C)CCC#N)cc2c1=O | -2.1 | -26.1 | -1.4 | 94.3 | -0.5 | 87.4 | 1.5 | 6.5 | 4.8 | -3.0
CC(=O)N/C(=N\OCc1ccccc1Cl)c1nonc1NC(C)=O | -2.3 | -24.4 | -5.0 | 95.1 | 4.2 | 92.7 | 6.7 | -16.3 | -0.1 | -8.9
Cc1ccc(Nc2c(-c3ccc(N4CCOCC4)cc3)nc3ncccn23)cc1C | -2.9 | -8.5 | -11.2 | 74.3 | -2.0 | 78.4 | 0.3 | -12.4 | 18.9 | ·
O=C(Cc1ccccc1)Nc1ccc(N2CCN(Cc3ccccc3F)CC2)cc1 | -0.8 | -27.7 | -4.2 | 86.4 | 1.0 | 83.2 | -11.9 | 3.2 | 18.6 | 0.0
CNC(=O)c1ccc(CNC(=O)OCC(F)(F)F)cc1 | 0.9 | -56.5 | 3.0 | 100.4 | 0.3 | 102.0 | -4.0 | -18.2 | 14.5 | -0.7
CCC1CSC(Nc2ccc(C(=O)/C=C/c3ccc(OC)c(OC)c3)cc2)=N1 (stereo unspecified) | -4.6 | -39.6 | 16.1 | 3.4* | 2.2 | 3.0* | -5.7 | · | 6.7 | 4.3

The results go on:
SMILES | MRP-1 activ | Yeast growth inh | GALR2 blocker | PTEN del growth | NPY-Y2 antag | bCat KO growth | Yeast life ext | E-sel TNF inh | Measles CPE | Phagocyt inh
S=c1[nH]nc(CCc2ccccc2)n1-c1ccccc1 | -0.5 | 21.4 | -0.4 | 90.2 | 2.3 | 92.5 | 1.3 | · | 6.2 | -8.4
O=C1C2C3C=CC(C4CC34)C2C(=O)N1CCc1ccccc1 (stereo unspecified) | -0.5 | -7.8 | 4.9 | 100.0 | 4.2 | 95.5 | 2.5 | · | 16.3 | -3.9
COCC(=O)OCC(=O)Nc1cc(C(C)(C)C)nn1-c1ccccc1 | -1.7 | -37.4 | -8.2 | 100.9 | -2.8 | 90.3 | -2.8 | 7.9 | 20.9 | -1.0
COc1ccc(N2CCN(CCC(N)=O)CC2)cc1 | -1.3 | -28.8 | 14.9 | 94.8 | -2.1 | 90.7 | 7.3 | · | 33.0 | -0.5
COc1ccc(CN2C(=O)c3ccccc3C(/C=N\OCc3ccc(C)cc3)C2=O)cc1 (stereo unspecified) | -1.2 | -35.5 | 0.1 | 42.0 | 1.0 | 46.2 | -0.3 | -20.0 | 25.9 | ·
CCOC(=O)CNC(=O)CSc1nc2nc(C)c(Br)cc2[nH]1 | -1.4 | -58.0 | 2.0 | 102.9 | 3.9 | 97.0 | -0.9 | · | 4.0 | -0.9
O=c1[nH]c2ccccc2c2nc3ccccn3c12 | -3.6 | 79.8* | 4.8 | 72.1 | 2.5 | 72.0 | -26.1 | -50.1 | 18.7 | -1.1
COc1cc(/C=N/n2cnnc2)ccc1OC(=O)c1cccnc1 | -1.1 | -7.2 | -5.0 | 105.0 | 0.2 | 100.8 | -9.5 | -8.7 | 12.1 | 1.9
COc1ccc(C(=O)c2c(C)c3cc(C)ccc3n2CC(O)CN2CCOCC2)cc1 (stereo unspecified) | -2.3 | -25.3 | 8.1 | 64.1 | 5.6 | 69.2 | 5.3 | · | 6.7 | -4.3
C[n+]1cnn2c1SCC1(COC1)C2 | 0.7 | -13.4 | -24.2 | 93.9 | 1.3 | 84.9 | -2.9 | 5.8 | -1.2 | -2.5
O=C1CN(C(=O)CN2CCCC2)C(c2ccccc2)c2cc(Br)ccc2N1 (stereo unspecified) | 0.3 | -40.1 | 1.4 | 93.2 | 3.7 | 86.7 | -8.1 | -62.1 | 8.8 | ·
CC1CCN(c2c([N+](=O)[O-])nn(-c3ccc4c(c3)OCCO4)[n+]2[O-])CC1 | -3.3 | -13.9 | -10.8 | 89.0 | 0.9 | 91.6 | 5.9 | · | 16.8 | 0.1
O=S(=O)(c1ccc(Cl)cc1)N1CCn2c1nc1ccccc12 | -2.5 | -6.8 | 9.3 | 90.3 | -2.5 | 96.7 | -4.1 | 5.9 | 12.0 | -1.5
CCCCCCN1Cc2ccccc2C1 | -1.0 | -6.5 | -3.8 | 105.2 | 5.8 | 105.9 | -12.3 | -2.1 | 36.3 | ·
CCc1cc2c(=O)c(-n3cnc4ccccc43)coc2cc1O | -0.3 | -10.7 | 5.8 | 91.1 | 3.0 | 121.0 | -7.5 | · | 0.6 | -0.6
COC(=O)c1ncccc1SC | -2.4 | 0.8 | -5.5 | 108.1 | -1.3 | 105.1 | -7.3 | 5.8 | 2.5 | -3.0
Cc1cc(OCC(=O)NCCO)ccc1Cl | -1.3 | -20.9 | 6.7 | 101.7 | 2.4 | 100.5 | -1.0 | 1.9 | 6.3 | ·
Cc1ccc2c(c1)C(c1ccc(N3CCOCC3)cc1)=NNC(c1cccs1)=N2 | -1.5 | -63.1 | -23.9 | 69.7 | 4.6 | 84.1 | -11.4 | · | 2.5 | -2.2
O=C(c1ccccn1)N1N=C2/C(=C/c3ccccc3)CCCC2C1c1ccccc1 (stereo unspecified) | -2.1 | -15.7 | 7.7 | 65.3 | 4.7 | 67.0 | 3.1 | -21.2 | 15.3 | -0.5
Cc1cccc(S(=O)(=O)Nc2nc3ccccc3nc2NCc2ccc3c(c2)OCO3)c1 | 0.9 | -6.1 | 13.0 | 89.2 | -0.4 | 105.1 | 4.9 | -0.5 | 3.0 | -14.4
CC1CC(C)CN(C(=S)Nc2ccc(SC(F)F)cc2)C1 (stereo unspecified) | 5.0* | -3.6 | -8.3 | 79.9 | 1.6 | 84.5 | -2.3 | -22.9 | 2.9 | -7.9
CC(=O)c1c(C)[nH]c(C(=O)NCc2ccccn2)c1C | 0.3 | -47.5 | 6.2 | 117.4 | -0.7 | 110.1 | -10.9 | -15.9 | 3.7 | -1.6
CCN(CC)C(=O)C1CCN(S(=O)(=O)c2ccc(C3CNC(=O)C3)cc2)CC1 (stereo unspecified) | -0.8 | 3.3 | 4.2 | 87.5 | 3.2 | 93.2 | -9.0 | · | 16.6 | 0.1
COc1ccc2cc(CN(CCCN3CCOCC3)Cc3nnnn3C3CCCC3)c(=O)[nH]c2c1 | -1.5 | -42.0 | -9.7 | 84.8 | 2.0 | 88.8 | -10.3 | · | 12.2 | -0.8
Cc1ccc(CNC(=O)c2coc(=O)c3ccccc23)o1 | -1.8 | -51.0 | 2.3 | 102.9 | 1.4 | 101.8 | -5.8 | 21.9 | 13.5 | -0.5
CCOC(=O)NC1(C(F)(F)F)C(=O)NC(C)=C1C#N (stereo unspecified) | 0.6 | -17.1 | 9.7 | 92.2 | 0.2 | 97.7 | · | 9.6 | 5.3 | ·

Record cards, as listed above. Order of screens: MRP-1 activ	Yeast growth inh	GALR2 blocker	PTEN del growth	NPY-Y2 antag	bCat KO growth	Yeast life ext	E-sel TNF inh	Measles CPE	Phagocyt inh
Shown for COc1ccc(CN2C(=O)c3ccccc3C(/C=N\OCc3ccc(C)cc3)C2=O)cc1 (stereo unspecified) → -1.2	-35.5	0.1	42.0	1.0	46.2	-0.3	-20.0	25.9	·
Shown for C[n+]1cnn2c1SCC1(COC1)C2 → 0.7	-13.4	-24.2	93.9	1.3	84.9	-2.9	5.8	-1.2	-2.5
